Screens deposited in PubChem by National Center for Advancing Translational Sciences (NCATS).
Lipid storage S3: qHTS Assay for Lipid Storage Modulators in Drosophila S3 Cells | Drosophila S3 cells, BODIPY lipid droplet fluorescence, 18-24 h; cells fed with added oleic acid | AID 2685 | actives 0.64% (n = 320,000) | lipid storage change, negative = inhibition, % at the top dose, mostly 46.1 µM; hits show Potency in µM; active = well fitted inhibition curve with a large enough effect in the signal ratio, with a control signal flat, not every such curve was filed as active; inconclusive = small, poorly fitted or top-dose-only effect, or effect the other way, or a change in a side signal; the % refers to the signal ratio
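Drosophila S3 cells got compounds at several concentrations plus oleic acid (400 uM solution). Laser-scanning cytometry with 488 nm excitation read lipid droplets at 500-530 nm and cells at 575-640 nm. Percent activity was relative to 20 uM Triacsin C.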
Lipid storage S3 cell count max: further read-out of Lipid storage S3, marked with its call; cell number change, %; measured here: cell count max response;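 cells counted by Cell Tracker Red CMTPX staining in the red channel; peak over a dose series mostly up to 46.1 µM; percent activity relative to internal control wells on each plate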
* hit, by the source's call; i = inactive; ? = inconclusive; . = not tested or not shown. % is set by controls: 0 for no effect and ±100 for the full control effect; potency is the fitted concentration of half-maximal effect.

SMILES	Lipid storage S3	Lipid storage S3 cell count max
CC(OC(=O)c1ccc([N+](=O)[O-])s1)C(=O)NC1CCCCC1C (stereo not given)	?	.
Cc1cc(C(=O)NCC23CC4CC(CC(C4)C2)C3)c(C)o1	3%	2
Cn1c(=O)oc2cc(S(=O)(=O)NCc3ccc(F)cc3)ccc21	i	-8
COC(=O)c1c(C(=O)OC)c(-c2ccc(Cl)cc2)n2c1CS(=O)(=O)C2	?	.
CC(=O)c1cccc(N(C(=O)CNC(=O)c2cccs2)C(C(=O)NCC2CCCO2)c2ccccc2)c1 (stereo not given)	?	.
CCOC(=O)c1oc2ccccc2c1NC(=O)c1cc(OC)cc(OC)c1	-19%	-27
COC(=O)c1ccc(OCC(=O)c2ccc(C)c(C)c2)cc1	?	.
CCCCC(=O)NCCNc1nc2c(c(=O)n(C)c(=O)n2C)n1Cc1ccc(F)cc1	?	.
Cc1cccc(C)c1NC(=O)CNC(=O)CN1C(=O)NC2(CCc3ccccc32)C1=O (stereo not given)	?	.
Cc1c(CCC(=O)O)c(=O)oc2c(C)c3occ(-c4ccc(Br)cc4)c3cc12	-5%	-11
COc1ccc(-c2nc(NC(=O)c3cc(C(C)(C)C)nn3C)sc2C)cc1	?	.
O=C(CNC(=O)c1ccc(S(=O)(=O)N2CCCCC2)cc1)N/N=C/c1ccco1	?	.
N#CC1=C(N)NC(SCC(=O)O)=C(C#N)C12CCCC2	?	.
O=C(Nc1ccc(-c2csc(-c3ccccc3)n2)cc1)c1ccccc1	?	.
Cc1ccc(NC(=O)NC(=O)CN2CCN(c3ccc(O)cc3)CC2)c(C)c1	7%	-12
Oc1ccc(-c2cn3ccccc3n2)cc1	2%	9
CCOC(=O)C1CCCN(C(=O)c2cc3ccccc3oc2=O)C1 (stereo not given)	8%	7
Cc1ccccc1C(=O)Nc1cc(-c2cc(C(C)(C)C)oc2C)nn1C	?	.
O=S(=O)(c1cccc(-c2nc3n(n2)Cc2ccccc2-3)c1)N1CCCC1	?	.
C=CCn1c(SCC(=O)Nc2cccc(S(N)(=O)=O)c2)nnc1C1CCCCC1	?	.
O=[N+]([O-])c1ccccc1S(=O)(=O)Nc1ccn(Cc2c(F)cccc2Cl)n1	?	.
Cc1noc(C)c1C(=O)NC1CCCc2ccccc21 (stereo not given)	i	.
C=CCOC(=O)CC(NC(=O)c1ccccc1)c1ccccc1 (stereo not given)	16%	-9
Cc1ccc(C(=O)NC(=S)NNC(=O)c2cccc([N+](=O)[O-])c2)cc1	?	.
COc1cc(CN2CCN(Cc3cn(C)c4ccccc34)CC2CCO)cc(OC)c1 (stereo not given)	28%	1
NS(=O)(=O)c1ccc(CCNC(=O)CSc2nnc3ccccn23)cc1	?	.
Cc1oc2c(CN3CCCCC3C)c(O)ccc2c(=O)c1-c1ccccc1 (stereo not given)	?	.
Cc1sc2ncnc(N[C@@H](Cc3ccccc3)C(=O)O)c2c1C	i	17
CC(C)CC(C(=O)OCC(=O)Nc1cccc(Cl)c1)N1C(=O)C2CC=CCC2C1=O (stereo not given)	?	.
Cc1oc2c(O)c(O)ccc2c(=O)c1-c1cnn(-c2ccccc2)c1	?	.
C=CCn1c(C)cc(C(=O)COc2ncnc3sccc23)c1C	11%	-19
O=C(c1ccc(-c2cc3ccccc3oc2=O)cc1)N1CCN(c2ccc(Cl)cc2[N+](=O)[O-])CC1	12%	-12
N#Cc1cccn1-c1nccc(-c2cccs2)n1	?	.
Cc1ccc(-c2csc3ncn(CC(=O)N4CCOCC4)c(=O)c23)cc1C	-7%	-12
O=C(Nc1ccsc1C(=O)O)c1ccccc1	-1%	2
O=S(=O)(Nc1ccc(F)cc1Cl)c1ccc(-c2cnc(C3CC3)o2)cc1	?	.
Cc1cc(C(=O)CN2CCCCC2)c(C)n1-c1ccc(F)cc1	0%	-13
O=C(CN1CCN(Cc2ccccc2)CC1)NC(c1ccccc1)c1ccccc1	11%	-2
O=C(Nc1nnc(CCc2ccccc2)s1)c1ccc(F)cc1	i	17
CCc1ccc2c(c1)CCCN2C(=O)c1ccccc1C(=O)O	?	.
Cc1ccc(CC(=O)NCC2CCCCC2)cc1	i	-12
CCOC(=O)N1CCC(NC(=O)c2ccc3c(c2)sc2nc(-c4ccc(OC)cc4)cn23)CC1	-1%	-8
O=C(CCN1C(=O)c2ccccc2S1(=O)=O)N1CCN(c2ccccc2)CC1	?	.
COc1ccc(NC(=O)c2nn(C)c(=O)c3ccccc23)cc1S(=O)(=O)Nc1ccccc1Cl	?	.
COc1cccc(-c2nnc(SCN3C(=O)c4ccccc4C3=O)n2C)c1	1%	13
CC1=C(C(=O)OC(C)C)C(c2c(O)ccc3ccccc23)NC(=O)N1 (stereo not given)	0%	4
CCOc1ccc(CCNC(=O)COC(=O)c2cc(OC)c(OC)cc2[N+](=O)[O-])cc1OCC	?	.
Cn1c(SCC(=O)Nc2ccc(F)cc2)nnc1-c1cccnc1	i	.
Cc1cc(S(=O)(=O)NCc2cccnc2)ccc1F	?	.
COc1ccc(N2C(=O)C(C)C(Cc3ccc(C)cc3)C2=O)cc1 (stereo not given)	?	.
COc1ccccc1CCC(=O)Nc1ccc2c(c1)CN(Cc1ccc(CO)o1)CC2	12%	-6
CCOc1ccccc1-n1nnnc1SCC(=O)NCC1(N2CCOCC2)CCCCC1	14%	7
Cc1ccc(CNC(=O)CS(=O)(=O)Cc2nc(-c3ccc(C)cc3)oc2C)cc1	i	12
Cc1nnc(SCC(=O)NNC(=O)c2ccco2)n1-c1ccccc1	6%	20
Cn1c(CNc2ccccn2)c(C#N)c2ccccc21	i	.
S=C(c1ccccc1)N1CCCC1	?	.
C[n+]1c2n(c3ccccc31)N=C(c1ccc(Br)cc1)CS2	-11%	.
COc1cc(C2C3=C(Nc4ncnn42)c2ccccc2CC3)cc(OC)c1OC (stereo not given)	?	.
CC1(C)Cc2ccccc2-c2nc(NN)[nH]c(=O)c21	7%	2
CCOc1ccc(S(=O)(=O)NCCC(=O)NCCc2ccc(C(C)C)cc2)cc1	?	.

Reprinted at random: 5 compounds from above, in no set order.
SMILES	Lipid storage S3	Lipid storage S3 cell count max
Cc1cc(S(=O)(=O)NCc2cccnc2)ccc1F	?	.
Cc1nnc(SCC(=O)NNC(=O)c2ccco2)n1-c1ccccc1	6%	20
COc1cc(C2C3=C(Nc4ncnn42)c2ccccc2CC3)cc(OC)c1OC (stereo not given)	?	.
CCOc1ccc(S(=O)(=O)NCCC(=O)NCCc2ccc(C(C)C)cc2)cc1	?	.
Cc1ccc(CNC(=O)CS(=O)(=O)Cc2nc(-c3ccc(C)cc3)oc2C)cc1	i	12

Other entries.
SMILES	Lipid storage S3	Lipid storage S3 cell count max
O=C(NCc1ccc(Cl)cc1)N1CCc2ccccc2C1	i	.
O=C(NCc1ccco1)C(c1cccnc1)N(C(=O)Cn1nnc2ccccc21)c1ccccc1 (stereo not given)	?	.
Cc1nc2nc[nH]n2c(=O)c1NS(=O)(=O)c1ccc(F)cc1	?	.
Cc1ccc(CNc2cc(-c3nn4c(C)nnc4s3)ccc2C)s1	?	.
Cc1ccccc1C(=O)Nc1ccccc1C(=O)N/N=C\c1ccco1	-10%	11
O=c1c(Cl)c(N2CCN(S(=O)(=O)c3ccc(F)cc3)CC2)cnn1-c1cccc(Cl)c1	?	.
CN(C)S(=O)(=O)c1ccc(NC(=S)NC(=O)C2CCC2)cc1	?	.
Cn1c(Cc2cccs2)nnc1SCC(=O)Nc1ccccc1	?	.
COc1ccc(N(CC(=O)NC2CCCCC2)C(=O)CNC(=O)c2cccs2)cc1OC	i	-13
CC1(C(=O)NNC(=O)c2ccc([N+](=O)[O-])cc2)CC1(Br)Br (stereo not given)	-1%	.
O=C(NCc1cccnc1)c1cc(-c2ccccc2)on1	?	.
NC(=O)C1CCN(C(=O)CSc2nc3ccccc3s2)CC1	16µM*	5.9*
O=S(=O)(NC1CC2CCC1C2)c1ccc(Cl)cc1 (stereo not given)	?	.
CC(C)CC(=O)Nc1ccc2c(c1)nc(CCN1CCCCC1)n2C	1%	14
O=C(NCCC1CCCCN1S(=O)(=O)c1ccccc1)C(=O)NC1CCCC1 (stereo not given)	10%	-2
Cc1ccc(C(=O)NNC(=O)CSc2nnc(-c3ccccc3)n2Cc2ccccc2)cc1	?	.
O=C(CCc1nnc2ccc(NCc3ccc(F)cc3)nn12)NC1CCCC1	?	.
N#C/C(=N/Nc1ccc([N+](=O)[O-])cc1)C(=N)N1CCCCC1	0%	-2
CCN(CC)C(=O)c1cc(Cl)ccc1NC(=O)c1ccco1	-9%	3
CCOc1cccc(-c2c(C(=O)N/N=C/c3ccc(Br)cc3)nnn2-c2nonc2N)c1	i	.
COc1cccc(/C=N/NC(=S)NCc2ccco2)c1OC	?	.
N#Cc1nc(COc2ccc(Cl)cc2Cl)oc1N1CCOCC1	?	.
COCCN1C(=O)c2oc3ccccc3c(=O)c2C1c1ccc(O)c(OC)c1 (stereo not given)	6%	-7
COC(=O)Cc1cc(=O)n2[nH]c(SC)nc2n1	?	.

Sorted by number of heavy atoms (falling): part of the list above
SMILES	Lipid storage S3	Lipid storage S3 cell count max
CCOc1cccc(-c2c(C(=O)N/N=C/c3ccc(Br)cc3)nnn2-c2nonc2N)c1	i	.
O=C(NCCC1CCCCN1S(=O)(=O)c1ccccc1)C(=O)NC1CCCC1 (stereo not given)	10%	-2
CC(C)CC(=O)Nc1ccc2c(c1)nc(CCN1CCCCC1)n2C	1%	14
N#Cc1nc(COc2ccc(Cl)cc2Cl)oc1N1CCOCC1	?	.
COc1cccc(/C=N/NC(=S)NCc2ccco2)c1OC	?	.

Going on with the list:
SMILES	Lipid storage S3	Lipid storage S3 cell count max
COc1ccc(-c2cc(C(=O)N(C)CC(=O)Nc3ccccc3Br)c3ccccc3n2)cc1OC	?	.
COC(=O)c1ccc(C(=O)OC)c(NC(=O)CSCc2ccc(Cl)cc2)c1	-18%	-12
COc1cc(NC(=O)SC2=NCCS2)cc(OC)c1	?	.
CC1CN(S(=O)(=O)c2cccc(C(F)(F)F)c2)CC(C)O1 (stereo not given)	6%	6
Cc1ccc(C(=O)NCC2CCCO2)cc1[N+](=O)[O-] (stereo not given)	29%	-3
COc1ccc(C(C)=O)cc1CSc1nncn1C	-22%	-28
CC(=O)Nc1ccc(S(=O)(=O)NC2CCSc3ccccc32)cc1 (stereo not given)	?	.
O=C(Nc1nnc(S(=O)(=O)Nc2ccccc2)s1)c1ccccc1Cl	i	17
COc1cccc(NC(=O)CS(=O)(=O)c2cccc3nsnc23)c1	?	.
COc1ccc(-c2nn(-c3ccccc3)cc2/C=C2/SC(=S)N(CCCC(=O)O)C2=O)c(C)c1	?	.
COc1cccc(NC(=O)C(NCCC(C)C)c2ccccc2)c1 (stereo not given)	2%	-2
COc1ccc(Nc2nc(N)nc(SCc3nnc(C)s3)n2)cc1	?	.

Single values from the results shown:
CC(C)CC(=O)Nc1ccc2c(c1)nc(CCN1CCCCC1)n2C – Lipid storage S3 = 1%
Cc1cc(C(=O)CN2CCCCC2)c(C)n1-c1ccc(F)cc1 – Lipid storage S3 = 0%
O=C(Nc1nnc(S(=O)(=O)Nc2ccccc2)s1)c1ccccc1Cl – Lipid storage S3 cell count max = 17

Going on with the list.
SMILES	Lipid storage S3	Lipid storage S3 cell count max
Cc1ccccc1NS(=O)(=O)c1ccc(F)cc1	i	-15
COc1cc(-c2nn3c(Cc4ccccc4)nnc3s2)cc(OC)c1OC	?	.
Cc1ccc(NC(=S)N/N=C/c2c(C)nn(-c3ccccc3)c2N2CCCC2)cc1	?	.
CCOC(=O)c1c(/N=C/c2ccc(C)cc2O)sc2c1CCN(C)C2	-2%	2
Cc1ccc(CNS(=O)(=O)c2ccc3c(c2)N(C)CCO3)cc1	?	.
CC(C)OCCCNC(=O)C1CCC(=O)N1C1CCCC1 (stereo not given)	?	.
Cc1ccc2nc(N3CCOCC3)c3nncn3c2c1	22%	14
COc1cc(NC(=O)c2ccccc2)c(OC)cc1NC(=O)CN1C(=O)NC2(CCCCC2)C1=O	-15%	-11
COc1ccc(NC(=O)c2sc3nc(N4CCCC4)c4c(c3c2N)CC(C)(C)OC4)c(OC)c1	?	.
COc1ccc(C(=O)Nc2nnc(C)s2)cc1S(=O)(=O)N1CCOCC1	?	.
CCN1C(=S)SC(=O)C1=C1C=C(C)N(CCO)C(C)=C1	-19%	-22
CCOC(=O)c1c(-c2cccs2)csc1NC(C)=O	1%	1

Not a retest: 2 of the compounds above.
SMILES	Lipid storage S3	Lipid storage S3 cell count max
CCN1C(=S)SC(=O)C1=C1C=C(C)N(CCO)C(C)=C1	-19%	-22
CCOC(=O)c1c(-c2cccs2)csc1NC(C)=O	1%	1

Additional results follow:
SMILES	Lipid storage S3	Lipid storage S3 cell count max
CCn1nc(C)c(/C=N/NC(=O)CSc2ccccn2)c1C	?	.
Cc1cc(C(=O)COC(=O)c2cccc(O)c2)c(C)n1C1CC1	?	.
COc1ccc(CC(=O)Nc2nnc(C(C)(C)C)s2)cc1OC	-22%	-1
CCN1CCN(S(=O)(=O)c2cccc([N+](=O)[O-])c2)CC1	?	.
CCCn1nnc(NC(=O)/C=C/c2cc(Br)ccc2OC)n1	?	.
CCOC(=O)C1CCCN(c2c(NCC3CCCN3CC)c(=O)c2=O)C1 (stereo not given)	-5%	7
CCOC(=O)C1=C(C)NC(=S)NC1c1ccc(-c2cccc(Cl)c2C)o1 (stereo not given)	16%	-16
Cc1ccc(NC(=O)c2ccc3c(c2)[nH]c(=O)n3C(C)C)cc1	?	.
CCN1C(=O)C(NC(C)=O)c2cc(Br)ccc21 (stereo not given)	?	.

An excerpt; count on the stated rates, not on these rows.
